XiGFP reactiv: activators of inactive X chromosome reactivation, primary screen, imaging, XiGFP fibroblasts, GFP high-content imaging, set 2 | 360,000 compounds, 0.055% hits | AID 743238, 2013 | XiGFP mouse fibroblasts, % GFP-positive cells imaging, 3 d; cells co-treated with 5-aza-dC sensitizer; scaled so ellipticine positive control = 100% | activation, % at 7.58 µM;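 active = mean normalized replicate activation at least 10% and every replicate at or above 10%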;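 also: 0% = median of on-plate neutral control wells and 100% = ellipticine 6 µM median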
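Schedule: 3 d treatment, 15 min room-temperature fixation; system: 68-5-11 XiGFP fibroblast line; buffer or medium: DMEM plus 5-aza-dC sensitizer; control set: ellipticine 6 µM positive control; compound: one concentration, pinned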
F508del corr: F508del CFTR correction, initial screen, CFBE line, single point; CFBE cells, YFP halide quenching; stimulated with forskolin plus potentiator P3; % fluorescence drop versus neutral controls; activity (quench increase), % at 7.58 µM; 350,000 compounds, 0.36% hits; AID 720511, 2013;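 active = mean added fluorescence quench of at least 8% versus neutral control, with both replicates also reaching 8%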;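 also: cells transiently co-express mutant CFTR-F508del with the halide-sensitive YFP; corrector assay measuring rescue of mutant channel to the surface after 24 h compound exposure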
GSIS activator: GLuc luminescence reporter in INS-1E cells, primary screen for activators of glucose-dependent secretion of insulin | INS-1E GLuc reporter insulin secretion, 2-3 h | activation, % at 16.6 µM | 370,000 compounds, 0.61% hits | AID 743287, 2014;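 active = lowest replicate activation of at least 40%, so every replicate reaches that level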;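 also: 0% = median of neutral control wells and 100% = median of IBMX positive control wells; some compounds called inactive have numbers as strong as hits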
RAD52 anneal inh: RAD52 DNA annealing inhibitors, primary screen, biochemical, FRET, single point, set 2 | DNA repair protein RAD52 homolog (Homo sapiens), P43351 | recombinant RAD52 DNA annealing, FRET fluorescence | inhibition, % at 18.7 µM | 360,000 compounds, 0.46% hits;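 active = every replicate showing at least 50% inhibition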
Target sequence (P43351 whole entry, looked up): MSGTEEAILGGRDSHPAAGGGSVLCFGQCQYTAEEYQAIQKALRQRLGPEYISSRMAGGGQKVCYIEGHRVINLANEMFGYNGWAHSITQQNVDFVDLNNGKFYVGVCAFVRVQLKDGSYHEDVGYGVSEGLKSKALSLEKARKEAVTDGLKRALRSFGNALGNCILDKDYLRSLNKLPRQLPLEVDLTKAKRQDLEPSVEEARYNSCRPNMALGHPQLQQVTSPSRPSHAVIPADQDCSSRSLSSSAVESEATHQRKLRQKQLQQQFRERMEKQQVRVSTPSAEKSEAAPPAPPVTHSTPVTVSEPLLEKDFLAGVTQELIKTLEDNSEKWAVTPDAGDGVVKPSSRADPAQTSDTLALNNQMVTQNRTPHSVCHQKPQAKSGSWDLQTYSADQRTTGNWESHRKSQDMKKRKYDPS
esBAF inh: Bmi1 luciferase reporter increase in mESCs, primary screen, esBAF inhibitor project, mouse ES cells, Bmi1 luciferase knock-in, single point; reporter increase, % at 12.5 µM; 24 h; 100% = twice the neutral-well signal; 350,000 compounds, 2% hits; in the data active = activation above about 40%;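 also: 0% = median of the plate's neutral control wells and 100% = double that signal; a rise in the Bmi1 reporter signal indicates esBAF inhibition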
RAD54 inh: inhibitors of human RAD54 branch migration, primary screen, biochemical, fluorescence, single point | DNA repair and recombination protein RAD54-like (Homo sapiens), Q92698 | RAD54 Holliday junction branch migration, FAM/BHQ fluorescence | inhibition, % at 10.4 µM | 360,000 compounds, 0.14% hits | AID 602329, 2012;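 active = mean normalized replicate activity at least 40 and at least half of replicates scoring 40 or more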;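 also: 0% = median of neutral control wells and 100% = median of positive control wells; inhibitors cause a drop in the FAM fluorescence signal; in these data hits start at about 50%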
ARNT TACC3 PPI: disruptors of ARNT/TACC3 protein interaction, primary screen, biochemical, AlphaScreen, single concentration; Transforming acidic coiled-coil-containing protein 3 (Homo sapiens), Q9Y6A5; AlphaScreen His-ARNT PAS-B/GST-TACC3 binding, luminescence; TACC3 fragment carries E629A point mutation; inhibition, % at 9.99 µM; 390,000 compounds, 0.66% hits; AID 623870, 2012;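 active = mean inhibition of replicates at least 50% and at least half of replicates each reaching 50%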;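 also: 0% = complete ARNT plus TACC3 wells and 100% = ARNT alone without TACC3; many hits fall short of the cut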
ERAP1 HTS inh: human ERAP1 aminopeptidase inhibitors, primary screen, biochemical, single point, plate reader; Endoplasmic reticulum aminopeptidase 1 (Homo sapiens), Q9NZ08; recombinant ERAP1, Leu-AMC fluorescence, 60 min; inhibition, % at 10.7 µM; 340,000 compounds, 0.15% hits;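 active = mean replicate inhibition of at least 30%, or all replicates individually reaching that 30% level; inactive = mean below 30% and not every replicate reaching it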;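 also: 0% = neutral control wells and 100% = L-leucinethiol positive control wells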
Active calls of the source: *; . = no result given.

1	C[C@@H]1CCCCO[C@@H](CN(C)S(=O)(=O)c2ccc(Cl)cc2)[C@@H](C)CN([C@H](C)CO)C(=O)c2cc(NC(=O)Cc3ccccc3)ccc2O1
2	C[C@@H]1CN([C@H](C)CO)C(=O)c2cc(C#C[C@@H](C)O)cnc2O[C@@H]1CN(C)C(=O)Nc1ccc(F)cc1
3	O=P(O)(CCc1ccccn1)CN1CCOCC1
4	CCOC(=O)CSc1nc2ccccc2c(=O)n1CC(C)C
5	C[C@H](O)C#Cc1ccc([C@@H]2[C@H]3CN(C(=O)Nc4ccccc4)CCCCN3[C@H]2CO)cc1
6	COc1ccc(OC)c(Cc2nnc(CCC(=O)N3CCCCC3)o2)c1

screen / no.	1	2	3	4	5	6
XiGFP reactiv	0.2	-0.8	.	0.0	0.0	0.0
F508del corr	0.4	-0.4	.	.	-1.1	1.4
GSIS activator	10	22	3	-9	-9	8
RAD52 anneal inh	-10	-12	.	-2	1	-10
esBAF inh	1	-3	3	.	-1	17
RAD54 inh	-6	3	3	.	4	1
ARNT TACC3 PPI	-3	4	2	-11	0	-7
ERAP1 HTS inh	1	2	.	0	3	0

7	O=C1NC(=Nc2ccc(F)cc2)SC1Cc1ccc(F)cc1 (stereo not given)
8	CCN(CC)CC(=O)N1CCCC(C(=O)c2ccccc2OC)C1 (stereo not given)
9	COc1ccc2oc3cc(Cl)ccc3c(=O)c2c1
10	C[C@H](CO)N1C[C@H](C)[C@@H](CN(C)C(=O)c2cnccn2)Oc2ncc(C#CCC3CCCC3)cc2C1=O
11	O=C(C[C@@H]1C=C[C@@H](NS(=O)(=O)c2ccccc2F)[C@@H](CO)O1)NCCCN1CCOCC1
12	COC(=O)c1c(F)c(F)c(NCCO)c(F)c1F

screen / no.	7	8	9	10	11	12
XiGFP reactiv	0.0	0.1	0.1	0.2	-0.3	.
F508del corr	0.3	-1.9	0.7	1.8	2.1	.
GSIS activator	-3	9	-1	16	3	21
RAD52 anneal inh	-8	-13	-9	1	4	-6
esBAF inh	.	2	80*	-5	-5	1
RAD54 inh	-8	0	2	2	8	5
ARNT TACC3 PPI	.	-1	.	2	-1	-8
ERAP1 HTS inh	4	-2	3	1	1	1

13	CCOc1cc(/C=N/N=C(N)N)ccc1OCc1ccc(Cl)cc1
14	O=[N+]([O-])c1ccccc1CNC1CCCCCC1
15	CC1(c2nnc(-c3ccccc3)o2)CC(c2cccc(Cl)c2)=NO1 (stereo not given)
16	CO[C@H](CN(C)CC1CCOCC1)[C@H](C)CN(C(=O)Nc1ccc(F)cc1)[C@@H](C)CO
17	CCN(c1ccccc1)c1nc(C#N)nc(N(CC)c2ccccc2)n1
18	Cc1ccc(S(=O)(=O)NC2CC2)cc1

screen / no.	13	14	15	16	17	18
XiGFP reactiv	-0.1	0.4	0.2	0.2	0.1	0.0
F508del corr	.	-2.3	-1.3	-2.1	1.3	2.0
GSIS activator	.	0	4	4	-7	-5
RAD52 anneal inh	-64	-18	-20	-4	-7	-16
esBAF inh	.	-6	-3	-1	2	5
RAD54 inh	17	4	-5	4	2	2
ARNT TACC3 PPI	27	8	-2	0	-2	-6
ERAP1 HTS inh	-20	-2	-3	-3	-3	1

19	CCN(CC)c1ncnc2c1ncn2[C@H]1CN(CCOC)C[C@@H](CO)O1
20	O=C(Nc1ccc2c(c1)CN(Cc1ccccc1O)CC2)C1CCCO1 (stereo not given)
21	COc1ccc(Nc2nc(NCC3CCCO3)nc(N)c2[N+](=O)[O-])cc1 (stereo not given)
22	C[C@H]1CN([C@@H](C)CO)C(=O)c2cc(NC(=O)Cn3cnnn3)ccc2O[C@@H]1CN(C)C(=O)Nc1cccc2ccccc12
23	CCCCN(C(=O)c1c(CC)noc1C)c1c(N)n(CC(C)C)c(=O)[nH]c1=O
24	O=C(Nc1ccccc1)N1CCCCN2[C@@H](CO)[C@@H](c3ccc(-c4ccccc4)cc3)[C@@H]2C1

screen / no.	19	20	21	22	23	24
XiGFP reactiv	0.1	0.0	0.0	0.2	0.1	0.2
F508del corr	1.7	0.4	-0.1	-2.5	-1.2	0.1
GSIS activator	14	-7	.	11	-7	-9
RAD52 anneal inh	-5	-17	-11	-6	-14	17
esBAF inh	1	2	.	-5	1	.
RAD54 inh	-4	-1	.	10	-4	2
ARNT TACC3 PPI	.	-8	1	-6	1	-42
ERAP1 HTS inh	-1	-1	1	-5	0	8

Just RAD54 inh, for some of the entries so far:
cpd | smiles | RAD54 inh
8 | CCN(CC)CC(=O)N1CCCC(C(=O)c2ccccc2OC)C1 (stereo not given) | 0
16 | CO[C@H](CN(C)CC1CCOCC1)[C@H](C)CN(C(=O)Nc1ccc(F)cc1)[C@@H](C)CO | 4

The list goes on.
25	O=C(O)C1=CCCc2ccc(F)cc21
26	O=C(NCCCCNC(=O)C(F)(F)F)C(F)(F)F
27	O=C(COC(=O)Cc1c[nH]c2ccccc12)NCCc1ccccc1
28	Cc1ccc(NC(=O)COC(=O)Cn2cnc3ccccc32)c(C)c1
29	O=C(C[C@@H]1CC[C@H]2[C@@H](COC[C@H](O)CN2Cc2nccs2)O1)NCc1ccc(-c2ccccc2)cc1
30	CO[C@@H]1CN(C)C(=O)c2ccc(NS(C)(=O)=O)cc2OC[C@@H](C)NC[C@@H]1C

screen / no.	25	26	27	28	29	30
XiGFP reactiv	0.0	-0.5	-0.1	-0.1	-0.1	0.0
F508del corr	0.4	-2.2	-0.2	-3.2	-2.4	-1.1
GSIS activator	21	24	7	17	-18	-11
RAD52 anneal inh	-10	-1	-9	-10	8	-3
esBAF inh	-5	.	-3	-2	11	-6
RAD54 inh	-6	.	.	-12	-3	7
ARNT TACC3 PPI	-6	6	14	-1	4	-6
ERAP1 HTS inh	-10	8	4	2	-2	-1

31	COc1ccc(NC(=O)N(C)C[C@@H]2Oc3ccc(NS(=O)(=O)c4ccccc4)cc3C(=O)N([C@@H](C)CO)C[C@H]2C)cc1
32	C[C@H]1CCCCO[C@@H](CN(C)S(=O)(=O)c2ccc(Cl)cc2)[C@@H](C)CN([C@@H](C)CO)C(=O)c2cc(NC(=O)CCC(F)(F)F)ccc2O1
33	Cc1ccc(S(=O)(=O)N(C)C[C@@H]2Oc3ncc(-c4cccc(F)c4)cc3C(=O)N([C@H](C)CO)C[C@@H]2C)cc1
34	COc1ccc2[nH]c(O)c(N=NC(=O)Cc3cccs3)c2c1
35	CC(C)C(NS(=O)(=O)c1cccs1)C(=O)NCc1ccccc1 (stereo not given)
36	O=C(Nc1ccc(C(F)(F)F)cc1)N1[C@@H]2CNC[C@H]1C2c1ccc(-c2ccc(F)cc2)cc1 (stereo not given in full)

screen / no.	31	32	33	34	35	36
XiGFP reactiv	0.6	0.4	-1.2	0.0	0.4	0.0
F508del corr	-0.1	0.1	-0.5	0.5	2.0	-1.8
GSIS activator	16	-15	-28	4	7	-18
RAD52 anneal inh	9	-35	9	3	-17	61*
esBAF inh	0	5	2	.	-2	.
RAD54 inh	0	5	4	.	-5	.
ARNT TACC3 PPI	-4	-3	-5	23	3	.
ERAP1 HTS inh	-3	-1	0	1	1	0

37	Cc1ccc(S(=O)(=O)N[C@H]2CC[C@H](CCn3cc(C4(O)CCCC4)nn3)O[C@H]2CO)cc1
38	CCOc1ccc(/C=C/C(=O)Oc2ccccc2)cc1
39	CC(=O)c1c(C)[nH]c(C(=O)OCc2cc(=O)n3cc(Br)ccc3n2)c1C
40	CCc1c(C)nc2[nH]ncn2c1=O
41	CCN(CC(=O)NCc1cccs1)C(=O)CCOc1ccccc1C
42	C/C=C/c1cnc2c(c1)C(=O)N([C@H](C)CO)C[C@H](C)[C@@H](CN(C)Cc1ccc3c(c1)OCO3)O2

screen / no.	37	38	39	40	41	42
XiGFP reactiv	0.1	0.1	0.1	0.1	0.7	-1.4
F508del corr	1.5	-0.4	0.6	-1.8	-3.1	1.5
GSIS activator	0	8	.	4	25	0
RAD52 anneal inh	-2	2	-15	-3	-10	5
esBAF inh	6	-3	6	.	2	3
RAD54 inh	7	-6	-1	.	-3	6
ARNT TACC3 PPI	-10	-4	2	3	-2	4
ERAP1 HTS inh	0	1	3	-2	-3	-1

43	COc1ccc(C=CC(=O)c2c(N)n(C)c(=O)n(C)c2=O)cc1
44	Cc1ccc2[nH]c3c(=O)n(CC(=O)NCCc4ccc(Cl)cc4)ncc3c2c1
45	CCN(CC)S(=O)(=O)c1ccc(N2CCOCC2)c(NC(=O)c2ccc(NC(C)=O)cc2)c1
46	O=C(Cc1ccc(Cl)cc1)NN1C(=O)c2ccccc2C1=O
47	Cc1csc(NC(=O)C2CCCN(S(=O)(=O)c3cccnc3)C2)n1 (stereo not given)
48	CO[C@H]1CN(C)C(=O)c2cc(NC(=O)NC(C)C)ccc2OC[C@H](C)N(Cc2cncnc2)C[C@H]1C

screen / no.	43	44	45	46	47	48
XiGFP reactiv	0.0	-0.1	-0.3	0.1	0.4	-0.2
F508del corr	-0.2	-2.7	-3.8	-1.9	0.1	0.1
GSIS activator	-2	2	-2	-4	8	9
RAD52 anneal inh	2	-9	-32	-6	-22	.
esBAF inh	.	-7	.	.	1	5
RAD54 inh	.	-6	.	.	-12	5
ARNT TACC3 PPI	.	-4	7	-2	.	-2
ERAP1 HTS inh	3	-2	4	0	.	.

49	CC(C)(C)OC(=O)NN1CC(=O)N2Cc3ccccc3C[C@@H]2C1=O
50	Cc1ccc(CC(=O)O/N=C(\N)c2cccc([N+](=O)[O-])c2)cc1
51	O=C(O)c1ccc(S(=O)(=O)NCC2CCCO2)cc1 (stereo not given)
52	O=C(C[C@@H]1C[C@H]2c3cc(NC(=O)c4cccnc4)ccc3O[C@H]2[C@@H](CO)O1)NCC1CC1

screen / no.	49	50	51	52
XiGFP reactiv	0.0	0.2	0.2	0.3
F508del corr	0.9	.	0.8	1.5
GSIS activator	16	3	31	1
RAD52 anneal inh	-7	-15	-1	-18
esBAF inh	-4	.	-3	-3
RAD54 inh	-1	.	-6	11
ARNT TACC3 PPI	3	0	-1	-3
ERAP1 HTS inh	1	0	5	1

2 entries picked at random from the list so far, as already listed:
12	COC(=O)c1c(F)c(F)c(NCCO)c(F)c1F
36	O=C(Nc1ccc(C(F)(F)F)cc1)N1[C@@H]2CNC[C@H]1C2c1ccc(-c2ccc(F)cc2)cc1 (stereo not given in full)

screen / no.	12	36
XiGFP reactiv	.	0.0
F508del corr	.	-1.8
GSIS activator	21	-18
RAD52 anneal inh	-6	61*
esBAF inh	1	.
RAD54 inh	5	.
ARNT TACC3 PPI	-8	.
ERAP1 HTS inh	1	0
